HSF-1 act = increases HSF-1 driven luciferase reporter signal | NIH3T3-HGL HSF-1 luciferase reporter, MG132, 8 h; 100% = twice DMSO control signal | 300,000 tested, 1.7% active | activation, % at 9 µM | AID 504408;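 active = mean replicate activation of at least 50% with a set share of replicates each reaching 50%; inconclusive = only one of those two conditions met; inactive = mean below 50% and too few replicates reaching it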;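 note: 0% = median of the neutral control wells and 100% = twice that signal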
aSyn UTR inh = 5' untranslated region of α-synuclein, MLPCN primary screen. 300,000 tested, 0.82% active. alpha-synuclein 5'UTR reporter, inhibitor activity. inhibition, % (tested at 7.5 µM). AID 1813; in the data active = inhibition above about 60%; inconclusive = no clear call, values can overlap the other calls;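 note: H4 neuroglioblastoma cells stably carrying SNCA 5'UTR luciferase fusion; 0% = DMSO wells and 100% = positive control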
AI-2 QS mod = modulates the Vibrio harveyi AI-2 quorum sensing system | 300,000 tested, 0.4% active | activity change, % at 7.5 µM | Vibrio harveyi JMH597 AI-2 luminescence/OD600 ratio, 9 h; stronger effect = lower value; strain lacks LuxN and CqsS sensors; 0 = neutral-control median; in the data active = activity change below about -75%, passing the limit was not always enough; inconclusive = no clear call, values can overlap the other calls;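 note: luminescence divided by OD600 gain over 9 h not by final OD600 alone; inactives centre near 13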
KLF5 inh = kruppel-like factor 5 inhibition | DLD-1 KLF5 promoter-luciferase reporter, luminescence | inhibition, % at 5 µM | 290,000 tested, 0.23% active | AID 1700;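 active = inhibition above a per-plate limit of that plate's mean compound inhibition plus 3 SD, cut at about 60% in these data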;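 note: 0% = DMSO wells and 100% = LY294002 at 200 µM; higher means less KLF5 promoter-driven luciferase light; inactives centre near -14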
SKKanGAS inh = blocks kanamycin growth of S. pyogenes SKKanGAS strain | inhibition, % at 7.5 µM | BacTiter-Glo, 6 h | 300,000 tested, 1.3% active;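 active = mean replicate score, as percent of positive control median, at least 50; inconclusive = mean below 50 but one replicate at or above 50; inactive = mean and every replicate below 50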;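 note: strain carries kanamycin resistance gene driven by streptokinase promoter and grows in 40 µg/ml kanamycin; loss of luminescence reflects streptokinase promoter inhibition or plain growth inhibition; 0% = median of DMSO wells and 100% = positive control at its reference dose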
IEC-6 cytotox = counter-screen for KLF5 inhibitors: cytotoxicity in IEC-6 cells; AID 1825; 290,000 tested, 0.78% active; inhibition, % at 5 µM; IEC-6 cytotoxicity, luminescence viability; in the data active = inhibition above about 22%;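 note: 0% = plate median of test compound wells and 100% = cytotoxic reference compound wells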
HIF act = HIF pathway transcriptional activation; U2OS HRE-luciferase reporter, luminescence; normalized: DMSO 0%, desferrioxamine 100%; activation, % at 7.5 µM (by protocol); 300,000 tested, 0.32% active;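 active = mean activation of at least 10% of the iron chelator positive control signal, with at least half of replicates also reaching 10%; inconclusive = mean and replicate majority disagree about reaching 10%; inactive = mean and most replicates under 10%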
HSF1 inhib = HSF1 inhibition | NIH3T3-HGL HSE-luciferase, MG132-induced, luminescence 8 h; stronger effect = lower value | activity change, negative = inhibition, % at 7.5 µM (by protocol) | 300,000 tested, 0.77% active | AID 2098;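 active = more than half of replicate wells show activity change below -50%, luminescence cut by over half; inconclusive = some wells, but at most half, below -50%; inactive = no replicate well below -50%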;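 note: luciferase reports HSF-1 transcriptional activity via heat shock element; 0% = median of DMSO wells and -100% = zero luminescence signal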
Platelet DG rel = modulates dense granule release in human platelets | human platelet-rich plasma, SFLLRN dense granule ATP release, luminescence | inhibition, %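 (compounds screened at 7.5 µM in platelet-rich plasma)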 | 300,000 tested, 0.22% active | AID 1663;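 active = mean replicate score, as percent of positive control, at or above 50; inconclusive = mean below 50 but at least one replicate at or above 50; inactive = mean and every replicate below 50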
HSP90 refold inh = HSP90 refolding inhibition in rabbit reticulocyte lysate. luciferase refolding luminescence, 3 h. inhibition, % at 5.6 µM. 290,000 tested, 0.91% active;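 active = inhibition above the screen-wide mean plus 3 SD, computed separately per campaign, cut at about 16% in these data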;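 note: 0% = DMSO wells and 100% = 60 µM geldanamycin wells; inhibitors lower the luminescence because luciferase stays unfolded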
* = called active by the depositor; u = inconclusive; x = no result given.

SMILES	HSF-1 act	aSyn UTR inh	AI-2 QS mod	KLF5 inh	SKKanGAS inh	IEC-6 cytotox	HIF act	HSF1 inhib	Platelet DG rel	HSP90 refold inh
O=C(Nc1cnccn1)c1ccc(F)cc1Cl	-39	-20	17	-13	0	5	0.0	-25	5	-2
COc1ccc(N(CC(=O)NCc2ccncc2)S(=O)(=O)c2ccc(C)c([N+](=O)[O-])c2)cc1	9	17	-4	-7	2	3	-0.7	2	-2	-7
CCOc1ccc(S(=O)(=O)NCc2ccccn2)cc1NC(=O)c1ccccc1F	-12	76*	13	70*	2	88*	0.4	-15	5	-1
N#CCSc1nc2ccc(N3CCOCC3)cc2c(=O)n1CCc1ccccc1	-4	-19	27	-15	72*	1	-0.4	1	-9	8
O=C(CCC(=O)Nc1cccc(Cl)c1)N/N=C/c1cc([N+](=O)[O-])ccc1O	-53	-2	-12	9	100*	1	1.1	u	3	-1
Cc1cccc(OCc2nnc(SCC(=O)NCCc3ccccc3)o2)c1	-15	20	14	-21	-24	-1	0.1	-10	-9	2
CCCc1nc2oc3c(NCc4ccccn4)ncnc3c2c2c1COC(C)(C)C2	-9	u	7	7	0	4	-0.1	-2	-4	4
COc1ccc(C(=O)NCCc2cc3ccc(C)c(C)c3[nH]c2=O)cc1OC	35	1	17	-2	3	-3	0.5	17	1	2
COc1ccc(-n2nnnc2SCC(=O)Nc2nnc(C)s2)cc1	6	12	28	-29	1	-4	-30	1	-1	2
CCCCc1cc(=O)oc2cc(OCc3nn[nH]n3)ccc12	-7	-20	18	-27	4	-1	0.8	-6	6	2
COCc1nnc(NC(=O)C2CC(=O)N(CCc3ccc(F)cc3)C2)s1 (stereo unspecified)	4	2	17	5	3	1	-0.1	-3	-4	0
Cc1ccc(NC(=O)c2cc3ccccc3oc2=O)cc1S(=O)(=O)N(C)C	-91	73*	10	76*	-5	4	-3.3	-89*	8	38*
COc1cccc(C(=O)Nc2nc3ccccc3s2)c1	47	-108	9	-145	-4	-1	1.1	27	-3	3
CCN(c1ccc(NC(=O)c2ccc(N3CCCC3=O)cc2)cc1)C(C)C	-7	-8	27	x	28	x	0.9	-5	0	x
C/C(=N\NC(=O)c1ccccn1)c1ccc(Cl)cc1	34	-45	4	-126	6	3	3.4	24	0	12
CNc1nc(-c2ccccn2)nnc1-c1ccccc1	3	-9	12	-49	2	9	14*	-14	0	1
Nc1nc(SCC(=O)c2c(N)n(Cc3ccccc3)c(=O)[nH]c2=O)n[nH]1	x	6	-1	-36	-6	2	x	x	-2	2
COC(=O)c1c(C(=O)OC)c(-c2ccccc2)n2c1CCC2	42	26	0	-7	-5	-2	-0.1	6	-3	-4
COc1ccc(/C=N/NC(=O)c2c(Br)cnn2C)c2ccccc12	0	-2	11	-13	2	2	-0.5	8	6	-1
Cc1cc(C(F)(F)F)nn1-c1nc(-c2ccco2)cc(C(F)(F)F)n1	48	8	2	-36	8	6	-0.4	0	1	-1
CCOc1cc(Br)c(CN2C(=O)NC3(CCCCCC3)C2=O)cc1OCC	10	15	8	-33	-16	-11	-0.1	8	-18	-1
CC(NC(=O)Cn1cccc1C(=O)c1ccccc1)c1ccc2c(c1)OCCO2 (stereo unspecified)	-14	17	9	-13	17	7	-0.5	3	-6	-3
CCc1c(C)nc(SCC(=O)N2C(C)CCCC2C)[nH]c1=O (stereo unspecified)	6	-2	11	-16	9	-1	0.0	10	2	-1
O=C1CN2NC(=S)N(c3ccc(Cl)cc3)C2=CN1c1ccc(Cl)cc1	2	-6	19	-9	-4	4	-0.3	-1	3	1
O=C(CN1C(=O)c2cccc3cccc1c23)Nc1ccccc1	6	22	11	-63	8	-5	-0.2	-3	0	-2

Three structures already listed, arranged by molecular weight, high to low.
SMILES	HSF-1 act	aSyn UTR inh	AI-2 QS mod	KLF5 inh	SKKanGAS inh	IEC-6 cytotox	HIF act	HSF1 inhib	Platelet DG rel	HSP90 refold inh
O=C(CCC(=O)Nc1cccc(Cl)c1)N/N=C/c1cc([N+](=O)[O-])ccc1O	-53	-2	-12	9	100*	1	1.1	u	3	-1
Cc1cc(C(F)(F)F)nn1-c1nc(-c2ccco2)cc(C(F)(F)F)n1	48	8	2	-36	8	6	-0.4	0	1	-1
COc1cccc(C(=O)Nc2nc3ccccc3s2)c1	47	-108	9	-145	-4	-1	1.1	27	-3	3

Carrying on.
SMILES	HSF-1 act	aSyn UTR inh	AI-2 QS mod	KLF5 inh	SKKanGAS inh	IEC-6 cytotox	HIF act	HSF1 inhib	Platelet DG rel	HSP90 refold inh
CCC(C)NS(=O)(=O)c1ccc(NS(C)(=O)=O)cc1 (stereo unspecified)	-11	-3	26	-19	1	6	1.4	-5	4	3
Cc1ccc(S(=O)(=O)N(Cc2cccc(F)c2)C(=O)N2CCN(C)CC2)cc1	-7	14	11	x	20	x	-0.3	-4	0	x
Cc1c(NC(C)c2ccccc2O)c(=O)n(-c2ccccc2)n1C (stereo unspecified)	-1	-41	27	-24	2	0	0.0	-1	-1	5
CCOC(=O)C(C)N1C(=O)S/C(=C/c2cc(C)n(-c3ccccn3)c2C)C1=O (stereo unspecified)	26	-143	18	-137	4	6	2.9	5	1	11
CCn1c(C)cs/c1=N\C(=S)Nc1ccccc1C	15	-39	16	-42	-1	5	0.2	8	4	2
CCOc1ccc(/C=C/C(=O)N(CC)CC(=O)Nc2ccc3c(c2)OCCO3)cc1OCC	-5	26	13	-18	6	9	0.1	-5	29	3
CC(C(=O)N1CCc2ccccc2C1)N1C(=O)c2ccccc2C1=O (stereo unspecified)	12	-4	12	2	3	-7	-0.2	4	2	-3
COc1cc(NC(=O)Nc2ccccc2)c(OC)cc1NC(=O)CN1CCCCC1	26	-27	11	-69	6	4	0.1	19	6	-1
Cc1cccc(C(=O)Nc2cccc(C(=O)N/N=C/c3ccccn3)c2)c1	9	-3	34	-18	-3	0	-0.3	1	12	-3
Cc1c(Cl)c([N+](=O)[O-])nn1CCCC(=O)NC1CCCCC1	-1	-14	47	-9	-1	-3	-0.5	1	4	-5
COc1ccc(C(=O)NC(=S)NCCO)cc1Br	-74	-32	9	-24	-2	3	0.0	-68*	-3	-3
CSc1n[nH]c(NC(C)=O)n1	-5	-6	13	-23	3	-1	-0.5	4	15	1
O=C(Nc1nnc(SCc2ccccc2)s1)C1=COCCO1	22	-72	29	x	4	x	1.3	14	3	x
O=C1CN(C(=O)COC(=O)CCC(=O)c2ccc3c(c2)OCCO3)c2ccccc2N1	4	-40	1	-21	-20	0	-2.1	3	-1	2
CCC(=O)Nc1ccc2c(c1)nc(CCNC(=O)c1ccco1)n2C	-23	14	15	-14	-1	-4	0.1	0	-7	-6
Cc1cccc(C(=O)n2c(=S)nc3ccccn32)c1	8	-102	13	-200	4	7	-24	-12	24	1
COCCOC(=O)c1c(C)n(C)c2ccc(OC(=O)c3ccco3)cc12	-2	-11	0	-22	0	2	0.1	-5	-5	1
O=C(CC(c1ccccc1)c1cc(Br)ccc1O)NCc1ccco1 (stereo unspecified)	1	19	-11	-15	12	1	-0.2	6	-20	6
CC1(c2nnc(-c3cccc(Cl)c3)o2)CC(c2cccnc2)=NO1 (stereo unspecified)	-4	-19	26	x	0	x	0.1	8	-2	x
Cc1ccc(NC(=S)NNC(=S)Nc2cccc(C(F)(F)F)c2)cc1	3	-36	5	-1	88*	1	0.5	5	-7	0
CC1CCCC(C)N1C(=O)c1ccc(CS(=O)(=O)c2ccccc2)cc1 (stereo unspecified)	7	-10	11	-52	-1	5	-0.1	-3	28	3
Cc1ccc(NC(=O)Nc2ccc3c(c2)nnn3C)cc1C	32	-66	x	-137	2	-2	-1.1	11	19	5
CC1(C)CC[C@@]23CC[C@]4(C)[C@@](OC2=O)(C3C1)[C@H]1O[C@H]1C1[C@@]2(C)CC[C@H](O)C(C)(C)C2CC[C@]14C (stereo partly specified)	4	-12	5	x	2	x	-0.2	2	-3	x

Structural class: those above with an aryl thioether with sulfur outside any ring.
SMILES	HSF-1 act	aSyn UTR inh	AI-2 QS mod	KLF5 inh	SKKanGAS inh	IEC-6 cytotox	HIF act	HSF1 inhib	Platelet DG rel	HSP90 refold inh
N#CCSc1nc2ccc(N3CCOCC3)cc2c(=O)n1CCc1ccccc1	-4	-19	27	-15	72*	1	-0.4	1	-9	8
Cc1cccc(OCc2nnc(SCC(=O)NCCc3ccccc3)o2)c1	-15	20	14	-21	-24	-1	0.1	-10	-9	2
COc1ccc(-n2nnnc2SCC(=O)Nc2nnc(C)s2)cc1	6	12	28	-29	1	-4	-30	1	-1	2
Nc1nc(SCC(=O)c2c(N)n(Cc3ccccc3)c(=O)[nH]c2=O)n[nH]1	x	6	-1	-36	-6	2	x	x	-2	2
CCc1c(C)nc(SCC(=O)N2C(C)CCCC2C)[nH]c1=O (stereo unspecified)	6	-2	11	-16	9	-1	0.0	10	2	-1
CSc1n[nH]c(NC(C)=O)n1	-5	-6	13	-23	3	-1	-0.5	4	15	1
O=C(Nc1nnc(SCc2ccccc2)s1)C1=COCCO1	22	-72	29	x	4	x	1.3	14	3	x
